# TCR activator – activates T cell receptor signaling. Potency, µM (doses to about 9.22 µM), inactives show at the highest dose activation of IL-2 secretion, actives largely listed as activators. primary human leukocytes, anti-CD3, IL-2 HTRF, 48 h. 330,000 tested, under 10 active; also: % of control where 0% means no effect
#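 Primary human leukocytes were stimulated with a-CD3 beads plus compounds for 48 hr without co-stimulation; secreted IL-2 was quantified by HTRF using a-IL-2-K (europium cryptate) and a-IL-2-d2, excited at 320nm with acceptor emission read at 665nm.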
# Mito fusion act – mitochondrial division inhibition or fusion activation. S. cerevisiae fusion-defective mutant growth rescue, CellTiterGlo 48 h. Potency, µM (series often up to 46.1 µM), without a hit: at the top dose growth rescue (activation), hits mostly activators. 0.23% of 320,000 active;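 also: potency is read from the fitted curve at half-maximal effect; % of control where 0% means no effect; nearly all actives have a fitted effect of over 45% in size; temperature-sensitive fusion mutants such as fzo1-1 at 37 °C on non-fermentable ethanol glycerol medium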
#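 Temperature-sensitive fusion-defective S. cerevisiae (e.g. fzo1-1, mgm1-5) were grown with compound in YPEG medium (3% ethanol, 3% glycerol) for 48 hours at 37C. Growth rescue was measured as viability by CellTiterGlo luminescence after 10 minutes at ambient.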
# MBNL1 CUG block – MBNL1-poly(CUG) RNA binding inhibition; Potency, µM (doses to about 57.5 µM), for inactives: at the top dose activity change, negative = inhibition, most hits filed as inhibitors; AID 2675; Q9NR56; TR-FRET MBNL1-His/biotin-(CUG)12 binding, 665/545 ratio; 0.036% of 280,000 active; active = well fitted inhibition curve with a large enough effect in the signal ratio, with a control signal flat, not every such curve was filed as active; inconclusive = small, poorly fitted or top-dose-only effect, or effect the other way, or a change in a side signal; inactive = no such curve, though single readings can be large or run the other way; the % refers to the signal ratio; also: potency is read from the fitted curve at half-maximal effect; % is scaled to controls: 0 for no effect and ±100 for the full control effect
#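 MBNL1-His + Biotin-(CUG)12, cpd titration 92 nM–58 uM; Tb anti-His Ab 0.055 ng/ul, SA-XL665 5 nM (final); 60 min RT; ratiometric 665/545 nm, Ex 340 nm; normalized to buffer and full-complex controls.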
# S-ASM inh – blocks human secretory acid sphingomyelinase. P17405. placental ASM, HMU-PC fluorogenic substrate, 60 min. Potency, µM (titrated, usually from 57.5 µM), for inactives: at the highest dose activity change, negative = inhibition, usual class: inhibitors. 0.006% of 340,000 active; also: potency is read from the fitted curve at half-maximal effect
# Target sequence (P17405 47-631 limits assumed): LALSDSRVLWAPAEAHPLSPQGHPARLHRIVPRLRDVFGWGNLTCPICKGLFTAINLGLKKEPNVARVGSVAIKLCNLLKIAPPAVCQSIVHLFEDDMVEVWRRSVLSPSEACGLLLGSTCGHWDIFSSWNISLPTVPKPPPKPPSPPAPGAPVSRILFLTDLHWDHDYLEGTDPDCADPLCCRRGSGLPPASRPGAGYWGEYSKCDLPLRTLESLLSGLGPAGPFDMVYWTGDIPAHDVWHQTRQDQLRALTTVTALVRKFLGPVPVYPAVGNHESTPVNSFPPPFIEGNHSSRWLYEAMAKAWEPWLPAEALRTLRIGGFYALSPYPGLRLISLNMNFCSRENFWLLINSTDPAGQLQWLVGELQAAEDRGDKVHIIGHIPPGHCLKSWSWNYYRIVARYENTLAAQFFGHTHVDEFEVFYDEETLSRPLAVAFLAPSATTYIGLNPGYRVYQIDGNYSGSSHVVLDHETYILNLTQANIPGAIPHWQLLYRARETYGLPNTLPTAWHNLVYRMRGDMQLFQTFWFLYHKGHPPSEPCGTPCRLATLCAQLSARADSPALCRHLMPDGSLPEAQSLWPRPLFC
#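 Fluorescence read-out (Ex 386 nm, Em 447 nm) after stopping the reaction at pH 10. Enzyme: ASM from human placenta; substrate HMU-PC0, 9 uM final; 60 min, 37 °C. Compound preincubation 10 min, ambient temperature.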
# TSHR antagonist – human thyrotropin receptor antagonism. 0.2% of 330,000 active. AID 504810. activity change, negative = inhibition, % at 11.5 µM. TSHR-expressing cells, TSH-stimulated cAMP HTRF, 2 h; active compounds read low;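 active = activity change below a set negative limit, meaning inhibition stronger than a set level, cut at about -70% in these data; inconclusive = activity change between two set negative limits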; also: % is scaled to controls: 0 for no effect and ±100 for the full control effect
#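 Inhibition of cAMP made by TSHR-expressing cells under TSH stimulation (4nM final, EC80; 2 h, 37 deg C) is quantified with a one-step lysis HTRF kit, anti-cAMP cryptate versus cAMP-d2.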
# Integrin act MD – activates integrin-mediated alleviation for muscular dystrophy; 0.064% of 350,000 active; alpha7betagal myoblasts, beta-gal FDG fluorescence, 48 h; Potency, µM (series often up to 38.3 µM), for inactives: at the highest dose activation, usual class: activators;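 also: potency is read from the fitted curve at half-maximal effect; 100% = response of the positive control SU9516; nearly all actives have a fitted effect of over 60% in size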
#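 Alpha7betagal+/- myoblasts (passage 13) were plated 16-24 hr, then exposed to compounds (1:260 dilution of DMSO stock) for 48 hours at 37C. After MPER lysis, β-galactosidase reporter activity was read as FDG fluorescence (ex 480/em 540) after 30 minutes.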
# PTAP TSG101 blk – blocks PTAP/TSG101 interaction to inhibit HIV-1 budding; Potency, µM (series often up to 115 µM), inactives show at the highest dose activity change, negative = inhibition, hits mostly inhibitors; AID 493005; 340,000 tested, under 10 active; Fluorescence polarization, FITC-PTAP peptide / Tsg101 binding; Q99816; active = well fitted inhibition curve with a large enough effect in the main read-out, with a control signal flat, not every such curve was filed as active; inconclusive = small, poorly fitted or top-dose-only effect, or effect the other way, or a change in a side signal; inactive = no such curve, though single readings can be large or run the other way; also: potency is read from the fitted curve at half-maximal effect; % of control where 0% means no effect
# Target sequence (Q99816 whole entry, looked up): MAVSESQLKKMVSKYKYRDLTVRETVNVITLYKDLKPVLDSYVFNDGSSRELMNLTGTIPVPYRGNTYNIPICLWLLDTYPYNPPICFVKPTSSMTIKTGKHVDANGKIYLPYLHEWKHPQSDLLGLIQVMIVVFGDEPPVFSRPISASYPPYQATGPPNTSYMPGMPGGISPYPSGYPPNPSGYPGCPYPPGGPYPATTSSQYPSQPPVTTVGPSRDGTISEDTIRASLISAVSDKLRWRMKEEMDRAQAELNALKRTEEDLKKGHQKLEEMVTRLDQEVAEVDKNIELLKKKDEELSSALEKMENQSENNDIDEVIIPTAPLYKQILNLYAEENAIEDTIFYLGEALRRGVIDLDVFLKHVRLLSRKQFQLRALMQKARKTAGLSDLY
#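 Fluorescence anisotropy tracks displacement of a FITC-tagged PTAP peptide (50 nM) from the Tsg101 binding domain (10 uM), following a 20 min room-temperature incubation at pH 7.5.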
# MLL CXXC-DNA inh – MLL CXXC-DNA interaction inhibition; Potency, µM (highest dose often 115 µM), inactives show at the top dose activity change, negative = inhibition, usual class: inhibitors; MLL-CXXC / FITC-HOXA9 DNA fluorescence polarization; AID 2662; 0.037% of 290,000 active; active = well fitted inhibition curve with a large enough effect in the polarisation, with a control signal flat, not every such curve was filed as active; inconclusive = small, poorly fitted or top-dose-only effect, or effect the other way, or a change in a side signal; inactive = no such curve, though single readings can be large or run the other way; the % refers to the polarisation; also: potency is read from the fitted curve at half-maximal effect
#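 Steps: dispense CXXC domain solution (7 uM) → pin compounds or unlabeled HOX-A9 DNA control → 5 min ambient → add FLSN-HOX-A9 solution (50 nM) → spin → 30 min ambient → fluorescence polarization. Tris pH 7.5/NaCl/DTT/BSA buffer.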
# AT treatment – potential ataxia-telangiectasia treatments restoring KAP-1 phosphorylation; […] A-T fibroblasts, KAP-1 phosphorylation AlphaLISA; neocarzinostatin DNA damage 30 min before lysis; AID 485349; 0.19% of 320,000 active; Potency, µM (series often up to 57.5 µM), for the others: at the highest dose activation, usual class: activators; also: potency is read from the fitted curve at half-maximal effect; % of control where 0% means no effect; nearly all actives have a fitted effect of over 45% in size
#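 ATM-like activity read as KAP-1 phosphorylation via AlphaLISA donor/acceptor antibody pairs after lysis and 6 hr at 25C. Cells were ATM-null patient fibroblasts ([…], hTERT), dosed 60 min, then exposed to the DSB inducer NCS for 30 min.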
# Menin-MLL TR inh – menin-MLL binding inhibition, Texas Red mutant peptide. O00255. Menin + Texas Red MLL mutant peptide, fluorescence polarization. Potency, µM (highest dose often 61.6 µM), without a hit: at the top dose FP activity change, negative = inhibition, hits mostly inhibitors. 0.23% of 270,000 active; active = well fitted inhibition curve with a large enough effect in the polarisation, with a control signal flat, not every such curve was filed as active; inconclusive = small, poorly fitted or top-dose-only effect, or effect the other way, or a change in a side signal; inactive = no such curve, though single readings can be large or run the other way; the % refers to the polarisation; also: potency is read from the fitted curve at half-maximal effect; % of control where 0% means no effect; many of its hits are not listed in these tables
# The depositor's hits bear a star; ? = inconclusive; . = no result given; [ ] = remark or other dose. Unless noted, calls follow the shape of the dose curve; as a rule, active = well fitted curve in the direction sought with a large enough effect; inconclusive = small, poorly fitted or top-dose-only effect, or another doubt; inactive = no such curve, though single readings can be large; an effect the other way counts as inactive or inconclusive. These rows are one share of the data, so the mix of outcomes need not match the whole.
SMILES,TCR activator,Mito fusion act,MBNL1 CUG block,S-ASM inh,TSHR antagonist,Integrin act MD,PTAP TSG101 blk,MLL CXXC-DNA inh,AT treatment,Menin-MLL TR inh
CCOc1c(Cl)cc(C(=O)Nc2cccc(C(=O)O)c2)cc1Cl,0%,-3%,3%,2%,-3,-3%,-6%,-17%,-3%,?
O=C(/C=C/c1ccco1)OCc1nnc(-c2ccccc2)o1,0%,5%,6%,-2%,-3,-17%,-4%,-7%,1%,-12%
Cc1ccc(NC(=O)/C(C#N)=C/c2ccsc2)c(C)c1,-3%[46.1 µM],5%,25%,5%,0,4%,-5%,3%,-9%,-6%
CC(NCCN(C)C)C(=O)C12CC3CC(CC(C3)C1)C2 (stereo not drawn),1%,0%,-7%,4%,-7,-30%,-6%,-3%,1%,.
S=C(NCC1CCCO1)Nc1ccc(Cl)cc1 (stereo not drawn),-1%[46.1 µM],-4%,-3%,5%,9,-26%,-6%,1%,0%,-5%
Cc1cccc(NC(=O)CSc2nc3ccc(NC(=O)CSc4nnnn4-c4ccccc4)cc3s2)c1C,.,-2%,7%,.,9,.,.,-12%,-1%,.
CCC(C)[C@H](NC(=O)NCc1ccco1)C(=O)O (stereo partly drawn),.,4%,1%,2%,5,9%[7.66 µM],-1%,0%,12%,1%
Cc1ccc2nc3c(cc2c1)c(NC(=O)c1cccnc1)nn3C,-2%,4%,?,128%[activator],-5,-10%,-4%,-6%,3%,-13%
CC1(C)CC(=O)c2c(O)cc(OCc3ccc([N+](=O)[O-])cc3)cc2O1,0%,-6%,-6%,-1%,-1,-28%,-1%,-3%,3%,?
CCn1c(=O)n(CC)c2cc(N3CCCC3)c(NC(=O)c3ccccc3F)cc21,-1%,12%,2%,6%,0,-30%,0%,2%,-4%,-13%
Cc1ccccc1NC(=O)c1ccccc1NS(=O)(=O)c1cccc2cccnc12,-3%,-8%,-11%,-3%,13,0%,0%,-12%,1%,?
CC(=O)Cn1ncc(N2CCOCC2)cc1=O,-5%,3%,-3%,0%,41,-16%,1%,-13%,20%,23%
COc1cc(-c2nc3c(c(C)nn3-c3ccccc3)c3cc(OC)c(OC)cc23)ccc1O,-5%,2%,-2%,276%[activator],-25,-1%,-6%,-2%,11%,?
COc1cc(NS(=O)(=O)c2ccc(NC(=O)/C=C/c3cccc([N+](=O)[O-])c3)cc2)ncn1,1%,-7%,8%,-2%,-21,15%,-4%,-15%,1%,?
Cc1cccc(C)c1NC(=O)CNC(=O)c1ccc2nc[nH]c2c1,0%,-6%,.,0%,8,-27%,-3%,.,-2%,.
COc1cccc(CNc2cc(CSc3ccc(Cl)cc3)nc(C)n2)c1,-1%,?,-2%,-3%,-2,4%,-8%,3%,2%,0%
CCN(CC)C(=O)c1[nH]cnc1C(=O)N[C@@H](Cc1ccccc1)C(=O)OCc1ccccc1,-3%,-5%,9%,-5%,19,-22%,-6%,-13%,7%,?
Cc1ccc(C(=O)c2coc3c2C(=O)C(=O)c2ccccc2-3)cc1,1%,-23%,?,-10%,-21,-64%[inhibitor],-6%,1%,.,?
Cc1ccc(-c2cn(CCC(=O)O)c(-c3ccc(Cl)nc3)n2)cc1,6%,0%,.,0%,-11,17%,2%,.,-4%,.
CC(C)CC(=O)Nc1ccnn1C1CCN(C(=O)c2ccc(F)cc2Cl)CC1,-5%,-1%,-5%,1%,3,-31%,-1%,6%,0%,.
O=C1NCC(O)=C1C=Nc1ccccc1O,-1%,-11%,.,0%,-3,-25%,-2%,-4%,6%,.
Cc1ccc(S(=O)(=O)N2CCCC2C(=O)NCc2ccccc2Cl)cc1 (stereo not drawn),-18%,8%,-6%,2%,24,-26%,1%,-2%,9%,-9%
CCCc1ccc(OCC(O)CN2CCN(c3ccccn3)CC2)cc1 (stereo not drawn),-4%,3%,-3%,-5%,-3,?,-4%,-5%,-1%,.
CCNC(=S)N1CCC(n2cnc3ccccc32)CC1,2%,-1%,-8%,4%,-2,4%,-1%,?,2%,1%
COc1ccccc1N1CCN(/N=C/c2cccc(O)c2)CC1,-1%,2%,7%,2%,1,31%,0%,6%,-4%,27%
N#CC1(NC(=O)CN2CCc3ccccc3C2)CCCC1,3%,3%,4%,-1%,8,0%,-2%,7%,0%,-9%
CC(C)COc1ccc(/C=C2/Sc3ccccc3C2=O)cc1,4%,-2%,6%,-5%,-5,-20%,-6%,-8%,3%,-19%
Fc1ccc(COc2ccc3ccccc3c2CNc2nn[nH]n2)cc1,-6%,0%,.,1%,0,-3%,-4%,2%,1%,?
CCC(=O)Nc1nnc(SCC(=O)NC2CCCC2)s1,-10%,-8%,1%,5%,-2,5%,-1%,5%,2%,6%
Cc1cc(C)n(-c2nc3ccccc3c(=O)n2OCC#N)n1,10%,-12%,3%,6%,14,-70%[inhibitor],-4%,1%,8%,-10%
COc1ccc(CCn2c(=S)[nH]c3cc(C(=O)NCc4ccco4)ccc3c2=O)cc1OC,-1%,1%,-6%,-6%,7,-70%[inhibitor],-5%,19%,-1%,2%
CCc1nnc(NC(=O)c2cc3ccccc3oc2=O)s1,1%,3%,?,-1%,-3,-5%,-6%,-10%,5%,18%
COc1ccc(C(CCN(Cc2ccc(OC)c(OC)c2)C(C)=O)c2ccccc2)cc1 (stereo not drawn),-7%[46.1 µM],16%,-9%,-1%,-5,31%,-10%,2%,-6%,-7%
COc1ccc(C(C(=O)NC2CCCC2)N(C(=O)c2snc(-c3ccc(F)cc3)c2N)c2cccc(F)c2)cc1 (stereo not drawn),-8%,-1%,-2%,3%,5,-32%[inhibitor],-2%,34%[activator],3%,-17%
O=C(c1ccc(S(=O)(=O)Nc2ccccc2F)cc1)N1CCCC1,-13%,4%,.,5%,-1,15%,-6%,.,0%,.
CCO[C@H]1OC(C(=O)N2CCN(Cc3ccccc3)CC2)=C[C@@H](c2ccc(C(F)(F)F)cc2)[C@@H]1CCCO,10%,4%,0%,-12%,1,-36%,-7%,5%,4%,?
O=C1CC(C(=O)Nc2ccc(Cl)cc2)S/C(=N\N=C\c2ccco2)N1 (stereo not drawn),-2%,-3%,2%,-2%,-4,9%,-1%,12%,-1%,.
COc1cccc(NC(=S)NNC(=O)c2ccccc2OC(F)F)c1,7%,-3%,-2%,-2%,1,17%,-10%,2%,-1%,-6%
Cc1ccc(S(=O)(=O)N2CCN=C2SC(C)c2ccccc2)cc1 (stereo not drawn),-1%,-8%,-2%,1%,15,11%,0%,4%,9%,.
N#Cc1nc(COc2cccc(Cl)c2)oc1NCc1ccncc1,7%,7%,5%,6%,15,?,-5%,-4%,-10%,3%
CCn1c(SCc2ccc(C(=O)O)cc2)nnc1-c1ccc(Cl)cc1,4%,2%,2%,-1%,-12,18%,-8%,-7%,4%,2%
CN(C)/C=C/C(=O)c1ccn(S(=O)(=O)c2ccccc2)c1,1%,-17%,13%,-1%,-6,5%,1%,4%,0%,-10%
C#Cc1ccc([C@@H]2C=C(C(=O)NCc3nc4ccccc4[nH]3)O[C@H](OCC)[C@H]2CCCO)cc1,4%,-2%,1%,-3%,3,-9%,-2%,32%,19%,.
Cc1cc(NCCCCCCCNc2cc(C)nc3cc([N+](=O)[O-])ccc23)c2ccc([N+](=O)[O-])cc2n1,0%,.,.,-5%,.,-50%[inhibitor],1%,.,.,.
Cn1nc(C(F)(F)F)c(-c2ccc(F)cc2)c1NC(=O)CSCC(=O)O,5%,-6%,-11%,7%,19,?,-2%,-10%,8%,.
CCC1CCCCN1CCCNC(=O)CS(=O)(=O)Cc1nc(-c2cccc(OC)c2)oc1C (stereo not drawn),-1%,17%,2%,2%,7,-31%,-10%,7%,3%,-18%
Cc1nc2nc(C)c(NS(=O)(=O)c3ccc4c(c3)CCCC4)c(=O)n2[nH]1,1%,-21%,-13%,-4%,37,10%,-7%,-2%,?,-8%

# Quoted at random: 2 compounds from above.
SMILES,TCR activator,Mito fusion act,MBNL1 CUG block,S-ASM inh,TSHR antagonist,Integrin act MD,PTAP TSG101 blk,MLL CXXC-DNA inh,AT treatment,Menin-MLL TR inh
Cc1nc2nc(C)c(NS(=O)(=O)c3ccc4c(c3)CCCC4)c(=O)n2[nH]1,1%,-21%,-13%,-4%,37,10%,-7%,-2%,?,-8%
Cc1cc(NCCCCCCCNc2cc(C)nc3cc([N+](=O)[O-])ccc23)c2ccc([N+](=O)[O-])cc2n1,0%,.,.,-5%,.,-50%[inhibitor],1%,.,.,.

# Source: PubChem BioAssay (National Center for Advancing Translational Sciences (NCATS))
